High-throughput results: PubChem, University of Kansas High Throughput Screening Laboratory
Pf apPOL inh – Pf-apPOL DNA polymerase inhibition; Recombinant Pf-apPOL, molecular beacon fluorescence, 1.5 h; inhibition, % at 10 µM; 0.25% of 210,000 active; AID 1794808
mHTT CaM bind – disrupts binding of mutant huntingtin to calmodulin | AlphaScreen His-mHTT/GST-CaM binding, luminescence | 3.6% of 190,000 active | P42858 | inhibition, % at 15 µM;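 note: 0% = both proteins with DMSO and 100% = one protein alone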
* hit, by the source's call; x = no result given; & = joins results of further samples. Cut-off read from the data, not from the text of the source: active = inhibition above about 50%; inactive = the rest. Not all compounds are listed, so the mix of outcomes need not match the whole.

The line under a structure holds: Pf apPOL inh | mHTT CaM bind
- CCOc1ccccc1NC(=O)Cc1cn(C)c2ccccc12
    -6 | 7
- CCOc1cc(-c2nc(-c3ccncc3)no2)cc(OCC)c1OCC
    -1 | -2
- COc1ccc(S(=O)(=O)Nc2ccc(OC)cc2[N+](=O)[O-])cc1
    -2 | 11
- O=C(COc1ccc(SC(F)(F)F)cc1)NNS(=O)(=O)c1cc(Cl)ccc1Cl
    -6 | x
- COc1ccc(-c2cc3nnc(-c4ccccc4)nc3s2)cc1
    -6 | x
- Cc1ccc(Cl)cc1N(CC(=O)Nc1ccccc1F)S(C)(=O)=O
    -4 | 2
- O=C(NC1CCCC1)c1ccc(-n2nnc3ccccc3c2=O)cc1
    -5 | 13
- Cc1cc(F)ccc1NCc1ccc([N+](=O)[O-])cc1
    -4 | 12
- CCCn1ncc(N2CCC(C(=O)N3CCN(C)CC3)CC2)cc1=O
    -5 | -11
- COc1ccc(C(=O)N2CCC(c3nc(-c4ccc(NC(C)=O)cc4)no3)CC2)cc1
    -4 | 16
- Cc1c(Cl)cccc1NC(=O)CC1COc2ccccc2NC1=O (configuration not stated)
    -1 | -6
- CC(C)CC(NC(=O)Cc1ccsc1)C(=O)NNS(=O)(=O)c1ccc(Cl)cc1 (configuration not stated)
    2 | x
- O=C(O)c1ccc(-c2ccc(/C=C3/NC(=O)N(Cc4ccc(Br)cc4)C3=O)o2)cc1
    -2 | -5
- O=C(Nc1ccc(F)cc1)NC1CCN(C(=O)C2CC2)C1 (configuration not stated)
    -8 | -3
- CCCNC(=O)N1CCN(c2nc(C(C)C)c3c(c2C#N)CC(C)(C)OC3)CC1
    -5 | 2
- O=C(NC1CCCC1)c1ccc2c(c1)nc1n2CCN(Cc2ccccc2)C1=O
    2 | -10
- COc1ccc(NC(=O)CSc2nnc(C)s2)cc1
    -11 | -6
- COc1cccc(CNC(=O)N2CC(c3noc(-c4ccncc4)n3)C2)c1
    1 | 2
- FC(F)(F)c1cccc(CN2CC(c3nc(Cc4ccccc4)no3)C2)c1
    -4 | 62*
- COc1cc2c(cc1OC)CN(C1CCN(Cc3ccccc3)CC1)CC2
    2 | 4
- COc1ccc(-c2noc(C3CCCN3C(=O)C3CC3)n2)cc1 (configuration not stated)
    -1 | -4
- O=C(Nc1cc(Cl)ccc1Cl)c1cccc(S(=O)(=O)N2CCCCC2)c1
    -9 | -11
- O=C(O)C1CC=CCC1C(=O)Nc1cccc(Cl)c1 (configuration not stated)
    -8 | 0
- O=C(Nc1cccc(NC(=O)C(Cl)Cl)c1)C(Cl)Cl
    -2 | -7
- Cc1cc(NC(=O)CC(C)(C)C)ccc1N1CCCCC1=O
    -8 | -12
- CCCC(=O)Nc1cccc(-c2nc3ncccc3o2)c1
    3 | 5
- CCC(=O)Nc1cccc(-c2noc(C3CCCN(C(=O)c4cccs4)C3)n2)c1 (configuration not stated)
    -3 | 2
- Brc1ccc(OCC2C[N+]34CCO[B-]3(OCC4)O2)cc1 (configuration not stated)
    9 | 3
- O=C(Nc1cccc2[nH]ccc12)C1CCCCC1
    -8 | x
- COCCN1CCC(N2CCCN(C(=O)CCCc3ccccc3)CC2)C1=O (configuration not stated)
    -8 | 10
- CNc1ccc(Cl)c2c1C(=O)c1ccccc1C2=O
    33 | 77*
- CCc1ccc(NC(=O)CN2C(=O)C(c3ccc(OC)cc3)=NC23CCCCC3)cc1
    -3 | -2
- CC(C)(C)n1nc2c(c1NC(=O)c1ccc(Cl)c([N+](=O)[O-])c1)CSC2
    -4 | 35
- COc1cccc(-n2c(C)nc3cc(C(=O)O)ccc32)c1
    -4 | -6
- CC(C)n1c(CC2CCN(S(=O)(=O)c3cccc4cccnc34)C2)nc2cccnc21 (configuration not stated)
    2 | 6
- COc1ccc(CNC(=O)c2nnn(-c3ccc(C)c(C)c3)c2-c2ccncc2)cc1OC
    -5 | 24
- CCOC(=O)c1nn(-c2ccccc2)c(=O)c2c(N)c(C#N)c(-c3ccccc3)cc12
    -12 | x
- Cc1c(Cl)cccc1NC(=O)Cn1cnc2nc(N3CCOCC3)ncc2c1=O
    -4 | -8
- Cc1ccc(CNC(=O)N2CCC(C(=O)NCc3csc(C)n3)CC2)cc1
    4 | -11
- Cc1[nH]nc2c1C(c1ccc(Cl)cc1)CC(=O)N2 (configuration not stated)
    -22 | -1

Three entries from above, ordered by heavy-atom count, descending:
The line under a structure holds: Pf apPOL inh | mHTT CaM bind
- COc1ccc(CNC(=O)c2nnn(-c3ccc(C)c(C)c3)c2-c2ccncc2)cc1OC
    -5 | 24
- CCOC(=O)c1nn(-c2ccccc2)c(=O)c2c(N)c(C#N)c(-c3ccccc3)cc12
    -12 | x
- Cc1[nH]nc2c1C(c1ccc(Cl)cc1)CC(=O)N2 (configuration not stated)
    -22 | -1

Remaining list, next part.
The line under a structure holds: Pf apPOL inh | mHTT CaM bind
- COc1nccc(N2CCC(CC(=O)NCCCN3CCC(C)CC3)CC2)n1
    -1 | 8
- Cc1nnc(-c2ccc3ccn(CC(=O)NC4CCCCC4)c3c2)o1
    -2 | -5
- CC[N+](CC)(CC)CC(=O)Nc1c(C)cccc1C
    -1 | x
- CCCC1=NN2C(=N)/C(=C/c3cccc(Br)c3)C(=O)N=C2S1
    4 | 6
- NC(CSc1cccs1)=NO
    -10 | x
- O=C(CC1CCN(S(=O)(=O)c2ccc(Cl)s2)CC1)NCc1ccccc1F
    -1 | 0
- Cc1cccc(-c2nnc(C)c(NCc3ccc(C)o3)n2)c1
    1 | 32
- Cn1ccnc1SCC(=O)c1ccccc1
    -3 | 2
- COc1ccc(NC(=O)C2CCN(c3cnn(C)c(=O)c3)CC2)c(C)c1
    -6 | 1
- O=C(NCCc1ccc(Cl)cc1)c1ccco1
    -6 | -6
- N=c1c2c(-c3ccccc3)c(-c3ccccc3)n(Cc3ccco3)c2ncn1CCO
    10 | 25
- COCc1nn(CC2CC2)c2c1CN(C(=O)c1cccc(OC)c1)CC2
    10 | 4
- O=C(COc1ncccn1)Nc1ccc(F)c(F)c1
    -5 | -10
- COc1cc(OC)cc(C(=O)N2CCC(c3nc4cccnc4n3C)C2)c1 (configuration not stated)
    -5 | -3
- O=C(CSc1ccccn1)Nc1ccc(OC(F)(F)Cl)cc1
    18 | -42
- Cc1sc2nc(SC3C=CCCC3)[nH]c(=O)c2c1C (configuration not stated)
    2 | -3
- CCOc1cccc(CNC(=O)C2CN(C(=O)c3ccncc3)CC23CCCCC3)c1 (configuration not stated)
    0 | 17
- CCOc1ccc(NC(=O)c2cccc3[nH]cc(CN4CCSCC4)c23)cc1
    -3 | 28
- NC(=O)c1cc(Br)cc2c3c([nH]c12)CCCC3
    4 | 62*
- O=C(Nc1ccc(Br)cc1F)C1CC2CCCN2C12C(=O)Nc1ccccc12 (configuration not stated)
    3 | 14
- O=C(c1ccc2c(c1)nnn2Cc1ccc(F)cc1)N1CCCCC1
    -10 | 10
- CCOC(=O)C1C2C=CC3(CN(c4ccccc4Br)C(=O)C13)O2 (configuration not stated)
    -4 | -20
- Cc1cccc(Oc2c(C(F)(F)F)oc3c(CN4CC(C)OC(C)C4)c(O)ccc3c2=O)c1 (configuration not stated)
    -3 | 3
- Cc1[nH]nc(S(=O)CC(=O)O)c1[N+](=O)[O-] (configuration not stated)
    x | -3
- COc1ccc(CCNC(=O)C(=O)NC2CCCCCC2)cc1OC
    1 | -4
- Cc1cccc(NC(=O)C(C)N(c2ccccc2)S(C)(=O)=O)c1 (configuration not stated)
    -10 | 0
- Cc1c(-c2noc(C(=O)NCCCc3ccccc3)n2)oc2ccccc12
    -5 | -7
- COc1ccc(NC(=O)ON=C2c3ccccc3-c3ccccc32)cc1
    1 | 10
- C=CCNC(=O)c1sc2cc(Cl)ccc2c1Cl
    3 | -16
- O=[N+]([O-])c1ccc(-c2nc(-c3ccc(F)cc3)c(-c3ccncc3)[nH]2)cc1
    -30 | x

Carrying on:
SMILES | Pf apPOL inh | mHTT CaM bind
CCOc1ccc(S(=O)(=O)N2CCCC2c2nc(-c3cccc(Cl)c3)no2)cc1 (configuration not stated) | 0 | -7
CC1CCCC(NC(=O)c2ccc3c(c2)NC(=O)c2ccccc2S3)C1C (configuration not stated) | -16 | 4
O=C(NCc1cc(F)cc(F)c1)C1CCCN(c2nnc3ccccn23)C1 (configuration not stated) | -6 | 4
O=C(c1ccoc1)N1CCC(Cc2nnc(-c3ccccc3)o2)CC1 | 1 | 6
COc1cc(C2C(C#N)=C(N)SC(N)=C2C#N)ccc1O | 0 | 26
CCCC(=O)Nc1ccc(NC(=O)c2cc(I)ccc2Cl)cc1 | -1 | -4
CN(CC#N)C(=O)Cn1cc2c(n1)CCCC2 | 3 | -1
CCOC(=O)COc1ccc(C=C2Oc3cc(OC)ccc3C2=O)cc1 | -6 | 1
CC(C)CCNC(=O)C1(C)CCC(=O)N1CCCN1CCOCC1 (configuration not stated) | -5 | -10
CC(C)C(NC(=O)C12CC3CC(CC(C3)C1)C2)C(=O)NC1=NCCS1 (configuration not stated) | 4&-4 | 2&5
CC1(C)C(=O)OC(c2ccc(C3OC(=O)C(C)(C)C(=O)C3(C)C)cc2)C(C)(C)C1=O (configuration not stated) | -4 | 2
COc1ccc(-c2cc(-c3ccccc3)nc(N3CCN(C)CC3)n2)cc1 | -2 | 48
CC(NC(=O)CCS(=O)(=O)Cc1ccccc1F)c1ccccc1 (configuration not stated) | -16 | -1
COc1ccc(C2(CNC(=O)CC(c3ccccc3)c3ccccc3O)CCOCC2)cc1OC (configuration not stated) | 2 | 19
N#Cc1c(-c2ccccc2)c2c([nH]c1=O)-c1ccccc1CC2 | -4 | x
Cc1onc(-c2c(F)cccc2Cl)c1C(=O)OCc1sccc1-n1c(C)ccc1C | -6 | x
O=C(Nc1ccc(S(=O)(=O)Nc2ccc(Cl)nn2)cc1)c1ccccc1 | 0 | 2
COc1cccc(OCC(=O)NCc2ccccn2)c1 | -7 | -1
O=C1CC(c2ccc(Cl)cc2)CC2=C1C(c1ccccc1F)Nc1ccccc1N2 (configuration not stated) | 0 | 22
Clc1ccc(Oc2ccnc3cc(Cl)ccc23)cc1 | -10 | x

Structural class: the compounds so far with an aryl thioether with sulfur outside any ring (6)
SMILES | Pf apPOL inh | mHTT CaM bind
O=C(COc1ccc(SC(F)(F)F)cc1)NNS(=O)(=O)c1cc(Cl)ccc1Cl | -6 | x
COc1ccc(NC(=O)CSc2nnc(C)s2)cc1 | -11 | -6
NC(CSc1cccs1)=NO | -10 | x
Cn1ccnc1SCC(=O)c1ccccc1 | -3 | 2
O=C(CSc1ccccn1)Nc1ccc(OC(F)(F)Cl)cc1 | 18 | -42
Cc1sc2nc(SC3C=CCCC3)[nH]c(=O)c2c1C (configuration not stated) | 2 | -3

Single records (already shown). Values in the order: Pf apPOL inh | mHTT CaM bind
`Cc1onc(-c2c(F)cccc2Cl)c1C(=O)OCc1sccc1-n1c(C)ccc1C` across the screens: -6 | x
`COc1ccc(C2(CNC(=O)CC(c3ccccc3)c3ccccc3O)CCOCC2)cc1OC` (configuration not stated) across the screens: 2 | 19
`O=C1CC(c2ccc(Cl)cc2)CC2=C1C(c1ccccc1F)Nc1ccccc1N2` (configuration not stated) across the screens: 0 | 22

Next section.
SMILES | Pf apPOL inh | mHTT CaM bind
O=c1oc(C(c2ccccc2)C2CCCC2)nc2cccc(F)c12 (configuration not stated) | 1 | x
O=C(NCc1ccncc1)c1ccc([N+](=O)[O-])cc1 | -3 | -5
O=c1nc2s/c(=C\c3cccs3)c(=O)n2nc1Cc1ccccc1 | -145 | -2
CCN(CC)CCCOc1cccc(C)c1 | 5 | -7
CC(C)Cn1c(SCC(=O)c2ccc(Br)cc2)nc2ccccc2c1=O | -4 | x
COC(=O)C(NC(=O)N1CCc2c(nc(-c3ccc(F)cc3)[nH]c2=O)C1)C(C)C (configuration not stated) | -4 | 0
CC(=O)c1cccc(S(=O)(=O)NCc2nc(C)no2)c1 | -1 | -15
COc1cccc(CNC(=O)C2(C)Cc3ccccc3C(=O)N2C2CCCC2)c1 (configuration not stated) | 0 | -11
O=C(Nc1c(C(=O)NCc2cccnc2)cnn1-c1ccccc1)c1ccc(F)cc1 | -4 | 3
COC(=O)c1ccccc1NC(=O)c1csc(-c2cnccn2)n1 | -2 | -14
O=C(O)c1ccc(N2C(=O)C3C4c5ccccc5C(c5ccccc54)C3C2=O)cc1Cl (configuration not stated) | 0 | 1
Nc1nc(CSc2nnc(-c3cccc(Br)c3)o2)nc(Nc2ccccc2)n1 | -3 | 0
C=CCc1c(C)[nH]c(=O)c(C#N)c1C | -4 | x
O=S(=O)(c1cccnc1)N1CCC(c2nc(-c3ccncc3)no2)C1 (configuration not stated) | 0 | 4
O=C(CN1CCN(S(=O)(=O)c2ccc(Br)cc2)CC1)c1ccc(O)c(O)c1 | -4 | 11
COc1cc(C)c(C(C)C)cc1S(=O)(=O)n1ccnc1C | 2 | 8
CC(C)NC(=O)N1CC(c2nc(-c3ccccc3)no2)C2(CCOCC2)C1 (configuration not stated) | -8 | 3
CCN(CCCNC(=O)c1cn(C2CCCC2)c(=O)c2c1c1ccccc1n2C)c1ccccc1 | 0 | 21
CC(C)C(=O)Nc1ccc(N2CCCN(C(=O)C3CC3)CC2)nc1 | -4 | -1
O=C(Cc1cccc(Cl)c1)N1CCC(CCOc2cccnc2)CC1 | -5 | 15
CC(C)n1cc2cc(C(=O)NCc3cccnc3)sc2c1 | -2 | 23
Cc1ccccc1-c1ncccc1C(=O)N1CCC(C(=O)NCc2ccc(F)cc2)CC1 | -7 | -6
Cn1nnc2c(=O)n(CC(=O)Nc3ccc(OC(F)(F)F)cc3)cnc21 | -4 | -2
Cc1ccc(OCC(=O)Nc2cccnc2)c(C)c1 | -4 | -8
Cc1cc(C)c(C(=O)CSc2ncn[nH]2)c(C)c1 | 4 | 1
Cc1ccc(NC(=O)C2CCCN(c3nccc4sccc34)C2)cc1C (configuration not stated) | -4 | -3
Cc1ccccc1NC(=O)c1ccc(F)c(S(=O)(=O)N2CCCC(C(N)=O)C2)c1 (configuration not stated) | -6 | 4
